High-throughput results from PubChem.
TDP1 inh – blocks human tyrosyl-DNA phosphodiesterase 1. Q9NUW8. recombinant TDP1, AlphaScreen DNA substrate cleavage. Potency, µM (titrated, usually from 130 µM), without a hit: at the highest dose activity change, negative = inhibition, hits mostly inhibitors. 350,000 tested, 0.28% active. AID 485290; further: nearly all actives have a fitted effect of over 40% in size
Target sequence (Q9NUW8 whole entry, looked up): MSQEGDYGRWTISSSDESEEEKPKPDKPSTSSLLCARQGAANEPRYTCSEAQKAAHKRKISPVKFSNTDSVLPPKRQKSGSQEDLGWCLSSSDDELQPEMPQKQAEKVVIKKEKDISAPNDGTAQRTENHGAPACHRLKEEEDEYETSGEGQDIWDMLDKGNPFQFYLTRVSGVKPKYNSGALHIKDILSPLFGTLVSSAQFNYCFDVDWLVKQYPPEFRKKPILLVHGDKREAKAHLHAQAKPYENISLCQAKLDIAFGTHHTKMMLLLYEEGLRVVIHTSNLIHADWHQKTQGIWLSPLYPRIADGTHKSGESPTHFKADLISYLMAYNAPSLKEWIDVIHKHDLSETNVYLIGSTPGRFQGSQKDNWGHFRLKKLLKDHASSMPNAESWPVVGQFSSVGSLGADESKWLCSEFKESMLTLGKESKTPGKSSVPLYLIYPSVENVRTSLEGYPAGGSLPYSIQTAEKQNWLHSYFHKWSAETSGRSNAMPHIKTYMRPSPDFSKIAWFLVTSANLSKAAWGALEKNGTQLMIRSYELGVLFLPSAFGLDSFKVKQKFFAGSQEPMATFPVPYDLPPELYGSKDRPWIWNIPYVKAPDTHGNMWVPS
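Enzyme-compound mixtures sat 15 min at room temperature, followed by a 5 min reaction with 15 nM final substrate and 10 min with AlphaScreen beads. Recombinant human Tdp1 was used at 1 nM final.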
DT40 TDP1 no CPT – qHTS for Inhibitors of human tyrosyl-DNA phosphodiesterase 1 (TDP1): qHTS in cells in absence of CPT | DT40 Tdp1-/- hTDP1 cells, no CPT, ATP luminescence, 48 h | Potency, µM (titrated, usually from 46.2 µM), inactives show at the top dose activity change, negative = growth inhibition, most hits filed as inhibitors | 420,000 tested, 15% active | AID 686978, 2013; further: nearly all actives have a fitted effect of over 55% in size
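Growth kinetics read by CellTiter-Glo luminescence after ≥48 hr at 37 °C. Cells: DT40 Tdp1-/- stably carrying human TDP1, 400 per well, compound exposure in the absence of CPT (DMSO vehicle).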
N370S GC mod – inhibits or activates N370S mutant glucocerebrosidase. P04062. N370S GC spleen homogenate, 4MU-glucoside fluorescence. Potency, µM (doses to about 59.4 µM), for the others: top-dose activity change, negative = inhibition, usual class: inhibitors. 330,000 tested, 0.092% active. AID 2101;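 further: 0% = full enzyme activity and -100% = no enzyme basal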
Numbers without * were called inactive; ? = inconclusive; . = not tested or not shown; & = joins results of further samples; [ ] = remark or other dose. The call rests on the fitted dose curve; in most records, active means well fitted curve in the direction sought with a large enough effect; inconclusive means small, poorly fitted or top-dose-only effect, or another doubt; inactive means no such curve, though single readings can be large; an effect the other way counts as inactive or inconclusive. Unless noted, on the % scale 0 is the no-effect control and ±100 the full control effect; potency means the concentration at half of the fitted maximal effect. Only part of the results is shown (hit frequency here may not be typical).

SMILES	TDP1 inh	DT40 TDP1 no CPT	N370S GC mod
Cc1[nH]c2ccc(F)cc2c1CCN(Cc1ccco1)C(=S)NC(C)(C)C	5%	?	-5%
CN(C)c1ccc(C(=O)c2ccccc2C(=O)O)cc1[N+](=O)[O-]	0%	0%	-12%
CCOc1ccc(C(=O)NNC2CC(=O)N(Cc3ccc(Cl)cc3)C2=O)cc1OC (stereo not drawn)	-3%	-14%	-6%
O=C(Nc1cc([N+](=O)[O-])ccc1O)c1cccc([N+](=O)[O-])c1	.	?	0%
COC(=O)c1ccc(C2NC(C(=O)O)CS2)cc1 (stereo not drawn)	-10%	-27%	-3%
CCN(CC)S(=O)(=O)c1cccc(-c2n[nH]c(=S)n2CC(C)C)c1	3%	?	5%
O=C(Nc1nnc(Cc2ccc([N+](=O)[O-])cc2)s1)Nc1ccccc1F	5%	2%	-5%
Cc1ccc(C)c(C(=O)CSc2nnnn2-c2cccnc2)c1	1%	16µM*	1%
CCOc1ccc(-c2cc(NC(=O)Cn3ncc4c3-c3ccccc3OC4)on2)cc1OCC	5%	-4%	-5%
CC(=O)Nc1ccc(NC(=O)CSc2nnc3ccc(-c4ccc(F)cc4)nn23)cc1	-4%	13%	-6%
Cc1ccc(S(=O)(=O)N2[C@@H](c3ccc(C(C)(C)C)cc3)C(C(=O)O)=CC[C@H]2c2ccc3c(c2)OCO3)cc1	6%	?	.
Cc1cccc(NC(=S)NC(=O)c2ccco2)c1C	5%	-29%	6%
Cc1ccc2nc(Cc3ccc(N)cc3)oc2c1	0%	-9%	8%
CCC(C)NC(=O)CCSc1nc(-c2ccc(OC)cc2)cc(C(F)(F)F)n1 (stereo not drawn)	-1%	16µM*	.
COCc1cc(O)c(O)c(O)c1-c1c(COC)cc(O)c(O)c1O	.	4.5µM*	-2%&-2%
O=C(Cc1cccs1)Nc1cccc(C(=O)Nc2ccc(C(=O)O)cc2)c1	3%	-1%	-4%
CO[C@H]1C[C@@H](O[C@@H]2[C@H](C)[C@H](O[C@@H]3O[C@@H](C)C[C@@H](N(C)C)[C@@H]3O)[C@H](C)C[C@]3(CO3)C(=O)[C@H](C)[C@H](O)[C@H](C)[C@H](C)OC(=O)[C@@H]2C)O[C@@H](C)[C@H]1O	6%[56.1 µM]	.	2%[21.6 µM]
CC(=O)N/C(=C\c1cccs1)C(=O)O	0%	3%	-3%
Cc1cc(-c2ccc(S(=O)(=O)N3CCN(c4cccc(C(F)(F)F)c4)CC3)s2)on1	0%	-8%	3%
O=C(COc1cc2oc(=O)c3c(c2cc1Cl)CCC3)NCCCN1CCOCC1	4%	1%	-13%

Retrieved one by one from above, two records:
SMILES	TDP1 inh	DT40 TDP1 no CPT	N370S GC mod
Cc1ccc(S(=O)(=O)N2[C@@H](c3ccc(C(C)(C)C)cc3)C(C(=O)O)=CC[C@H]2c2ccc3c(c2)OCO3)cc1	6%	?	.
Cc1cc(-c2ccc(S(=O)(=O)N3CCN(c4cccc(C(F)(F)F)c4)CC3)s2)on1	0%	-8%	3%

Going on with the list.
SMILES	TDP1 inh	DT40 TDP1 no CPT	N370S GC mod
CN(C)c1ccc(/C=C2/NC(=O)NC2=O)cc1	3%	?	-13%
Cc1ccc(S(=O)(=O)N2CCN(CCOc3cccc(C)c3)CC2)cc1	-1%[56.1 µM]	7.3µM*	.
COC(=O)c1ccc(CN2C(=O)NC(CC(C)C)C2=O)cc1 (stereo not drawn)	5%	10%	6%
CCOc1ccccc1NC(=O)c1c(NC(=O)COc2ccc(Cl)cc2)sc2c1CCCCC2	-5%[12.3 µM]	-1%	.
CCOC(=O)N1CCN(Cc2nc3cc([N+](=O)[O-])ccc3n2C)CC1	.	-18%	-3%
Cc1c(C(=O)Nc2nc(-c3ccc(F)cc3)ns2)oc2ccc(Br)cc12	-2%	-8%	.
CSc1ccc(CCNC(=O)C2CCN(c3ncnc4c3nc3n4CCCCC3)CC2)cc1	6%	-25%	.
Oc1ccc2ccccc2c1C=Nc1ccccc1-c1nc2ccccc2[nH]1	8%	16µM*	?
COC(=O)c1[nH]c2ccccc2c1NC(=O)CN1CCCCCC1	-1%	?	5%
Cn1c(N=NC(=O)c2ccccc2)c(O)c2ccccc21	6%	23µM*	?
CCSc1ncc(Cl)c(C(=O)Nc2c(C(=O)Nc3ccc(Cl)cc3)oc3ccccc23)n1	2%	5%	.
CC(OC(=O)CC1CC2CCC1C2)C(=O)Nc1cccc(S(=O)(=O)N2CCOCC2)c1 (stereo not drawn)	-15%	-15%	-4%
Cc1c(N(C(=O)c2ccccn2)C2(C(=O)NC3CCCC3)CCCCC2)c(=O)n(-c2ccccc2)n1C	3%	5%	-13%
CN(C)CCN(Cc1ccc(Cl)cc1)c1ccccn1	3%	?	16%
Cc1ccc(N2CC(C(=O)Nc3ccc(S(=O)(=O)Nc4ncccn4)cc3)CC2=O)cc1C (stereo not drawn)	4%	2%	-8%
CCOC(=O)c1c(C)[nH]c(N=Nc2cccc(OC)c2)c1C	8%	?	-3%
CCOC(=O)C1CCN(S(=O)(=O)c2c(C)n(C)c(=O)n(C)c2=O)CC1	0%	2%	0%
NC(=O)c1nsc(C(=O)N(Cc2ccco2)C(C(=O)NCc2ccccc2)c2ccc(O)cc2)c1N (stereo not drawn)	3%	12µM*	-9%
COc1cc(O)cc(O)c1	9%	?	.
Cc1ccc(OCC(=O)Nc2c3c(nn2C(C)(C)C)CS(=O)(=O)C3)cc1	2%	-8%	-9%
Cc1ccc(Cn2c(S(=O)(=O)O)nc3ccccc32)cc1	3%	-4%	9%
CC(C)[C@H](NC(=O)c1ccccc1Cl)C(=O)OCC(=O)NCc1ccc2c(c1)OCO2	0%	-9%	.
COc1ccc(NC(=O)c2ccc3snnc3c2)cc1	0%	?	-2%
COCCNC(=S)N(CCO)Cc1cc2cc3c(cc2[nH]c1=O)OCO3	.	-11%	?
COc1ccc(/C(O)=C2/C(=O)C(=O)N(c3ccccn3)C2c2ccc(OC)cc2)cc1 (stereo not drawn)	.	18%	-5%
Cc1ccccc1NS(=O)(=O)c1cc2c(cc1C)NC(=O)CO2	.	-5%	-6%
CCOc1ccc2c(c1)c1nnc(SCC3CCCO3)nc1n2C (stereo not drawn)	-2%	?	24%
COc1c(Cl)cc(-c2noc(C)c2C(=O)NCCc2ccc(C)cc2)cc1Cl	-8%	?	16%
Cn1cccc1Cc1nnc(SCC(=O)NCc2ccccc2Cl)n1-c1ccc(F)cc1	7%	?	1%
Cc1ccc(S(=O)(=O)N2CCC(C(=O)NN3CCCCC3)CC2)cc1	0%	5%	.
S=C(c1ccc(-c2ccccc2)cc1)N1CCOCC1	4%	-1%	-10%
C/C(CCc1ccccc1)=N\NC(=O)c1ccc(CN2CCOCC2)cc1	-5%	0%	3%
Cc1cc(C)cc(N(CC(=O)NCc2ccco2)C(=O)c2snc(C(N)=O)c2N)c1	-1%	-5%	19%
CC(=O)N1CC(C)Sc2ccc(S(=O)(=O)NC3CCCCC3C)cc21 (stereo not drawn)	1%	-14%	-6%
O=C(c1ccccc1)N1N=C(c2ccccc2)CC1c1cccs1 (stereo not drawn)	.	?	?
Cc1c(NC(=O)C(C)(C)Oc2ccc(Cl)cc2)cccc1-c1nc2ncccc2o1	-3%	23µM*	.
O=C(CSc1cccc2cccnc12)N1CCCC1	8%	5.2µM*	1%
CSc1cccc(NC(C)C(=O)NCc2ccccc2)c1 (stereo not drawn)	4%	-24%	-2%
COCCN(C(=O)CSc1nnc2cc(C)c3ccccc3n12)c1c(N)n(Cc2ccccc2)c(=O)[nH]c1=O	3%	?	4%
Cc1cccc(NC(=O)CN2C(=O)COc3ccc(Cl)cc32)c1	0%	?	-2%
Cn1ccnc1SCC(=O)Nc1cc(F)ccc1F	2%	4%	-6%
CC(=O)c1cccc(NS(=O)(=O)c2ccc(C(=O)Nc3ccccc3)cc2)c1	7%	12µM*	?
Cc1ccc(S(=O)(=O)N2CCOCC2)cc1NC(=O)COC(=O)Cc1ccccc1	0%	-18%	.
COc1ccc(S(=O)(=O)NCc2ccco2)cc1C(=O)N1CCCCC1	.	19%	-11%
N#CC(c1ccc(Cl)cc1)c1cccc(Cl)n1 (stereo not drawn)	-6%	-14%	-2%
Cc1cc(C)c2cc(CN(Cc3cccnc3)C(=O)c3ccc(F)cc3)c(Cl)nc2c1	6%	15µM*	25%
Cc1nn(CC(=O)Nc2ccc(N(C)C)cc2)c(C)c1[N+](=O)[O-]	0%	-27%	10%
COc1ccc(OC)c(CNC(=O)c2cnc3c(C)cccn3c2=O)c1	2%	4%	.
COc1ccc(C2Nc3ccccc3C(=O)N2NS(=O)(=O)c2ccccc2)c(OC)c1 (stereo not drawn)	.	-3%	?
C#Cc1cccc(C(=O)NC2CCCN(C3Cc4ccccc4C3)C2)c1 (stereo not drawn)	2%	?	-6%
COc1ccc(C2=NOC(C(=O)NCc3ccc(F)cc3)C2)cc1 (stereo not drawn)	-4%	2.3µM*	5%
COc1ccc(NC(=O)Nc2ccc(Br)c(C)c2)cc1	5%	-7%	3%
CCOCCCNC(=S)N1CCCN(c2nc3cc(C)ccc3cc2C#N)CC1	-3%	3%	14%
COc1ccc(NS(=O)(=O)c2cc(C(=O)OC(C)C(=O)N3CCOCC3)ccc2Cl)cc1 (stereo not drawn)	1%	-17%	1%
CC(c1ccccc1)N(C)C(=O)CSc1nnc(C2CC2)n1C1CC1 (stereo not drawn)	1%	21%	.
O=C(Nc1ccc(F)c(F)c1)C1CCCN1S(=O)(=O)c1cccc2nsnc12 (stereo not drawn)	2%	?	.
O=C(O)c1c(Cl)c(Cl)c(Cl)c(Cl)c1C(=O)N1CCCC1	5%	-4%	-3%
COc1ccccc1NC(=O)C1=C(C)Nc2nc(SCc3ccccc3)nn2C1c1cccs1 (stereo not drawn)	6%	15µM*	.
CCN1C(=O)[C@H]2[C@H]3CN=C(SCC(=O)c4ccccc4)N3[C@@](C)(C(=O)OC)[C@H]2C1=O	1%[56.1 µM]	-10%	.
CCC(=O)c1ccccc1OCCCN1CCC(Cc2ccccc2)CC1	6%	?	-5%
Later entries:
SMILES	TDP1 inh	DT40 TDP1 no CPT	N370S GC mod
CCc1ccccc1NC(=S)NC1CC2CCC(C1)N2Cc1ccco1 (stereo not drawn)	0%	-18%	2%
O=c1c(CCc2ccccc2)nc2cncnc2n1Cc1ccccc1	.	-28%	6%
COc1ccc(N2CC(O)(c3ccc(OC(F)F)cc3)[N+]3=C2CCCC3)cc1 (stereo not drawn)	4%	?	4%
Cc1cc(N2C(=O)C(O)=C(C(=O)c3cccs3)C2c2cccc(Br)c2)no1 (stereo not drawn)	3%	?	-5%
COc1ccc(OCC(=O)OCC(=O)NC2CCCCC2C)cc1 (stereo not drawn)	-1%	-9%	.
O=C(NC(CO)(CO)CO)[C@@H]1CCCN1S(=O)(=O)c1cccc2cccnc12	0%	-2%	-1%
O=C(Nc1ccc2nn(-c3ccccc3)nc2c1)c1cccnc1	6%	16µM*	-4%
Cc1ccnc(SCCn2c(Br)nc3c2c(=O)[nH]c(=O)n3C)n1	-1%	-6%	2%
CC(=NCc1ccc2c(c1)OCO2)C1=C(O)c2ccccc2C1=O	7%	?	15%
CCN(CC)CCCNC(=O)c1sc2nc(-c3ccc(F)cc3)cn2c1C	4%	?	2%
CC(C)CC(c1nnnn1C1CCCC1)N1CCN(c2ccccc2F)CC1 (stereo not drawn)	7%	?	-2%
CCCCc1cc(=O)oc2cc(OCC(=O)NC(Cc3c[nH]c4ccc(O)cc34)C(=O)O)ccc12 (stereo not drawn)	.	-1%	-2%
CCOC(=O)c1sc(NS(=O)(=O)c2cc(C)ccc2C)nc1C	7%	-10%	3%
CCOC(=O)CNC(=O)CSc1nnc(CCc2nc3ccccc3[nH]2)n1C	.	4%	-2%
COc1cccc2sc(NC(=O)c3ccc4c(c3)OCCO4)nc12	5%	-26%	.
Cc1ccn2c(=O)cc(CSc3nnc(NC(=O)c4ccccc4Cl)s3)nc2c1	8%	?	.
COC(=O)CNC(=O)C1(C)C=CC2(CCCCC2)N1C(C)=O (stereo not drawn)	1%	.	-2%

A different layout for part of the listing above.
Values run as follows: TDP1 inh, DT40 TDP1 no CPT, N370S GC mod
COc1ccc(N2CC(O)(c3ccc(OC(F)F)cc3)[N+]3=C2CCCC3)cc1 (stereo not drawn)
→ 4%, ?, 4%
Cc1cc(N2C(=O)C(O)=C(C(=O)c3cccs3)C2c2cccc(Br)c2)no1 (stereo not drawn)
→ 3%, ?, -5%
COc1ccc(OCC(=O)OCC(=O)NC2CCCCC2C)cc1 (stereo not drawn)
→ -1%, -9%, .
O=C(NC(CO)(CO)CO)[C@@H]1CCCN1S(=O)(=O)c1cccc2cccnc12
→ 0%, -2%, -1%
O=C(Nc1ccc2nn(-c3ccccc3)nc2c1)c1cccnc1
→ 6%, 16µM*, -4%
Cc1ccnc(SCCn2c(Br)nc3c2c(=O)[nH]c(=O)n3C)n1
→ -1%, -6%, 2%
CC(=NCc1ccc2c(c1)OCO2)C1=C(O)c2ccccc2C1=O
→ 7%, ?, 15%
